# Bioassay records as filed in PubChem.
# TRPC6 act = mouse TRPC6 channel activation. AID 2550. hit rate 0.13% among 310,000. HEK293-TRPC6 membrane potential dye fluorescence; hits give high values. Q61143. B-score at 10 µM;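 active = B-score of the integrated fluorescence ratio above library mean plus 3 SD, and starting fluorescence ratio within library mean plus 5 SD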;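 also: higher score means more depolarization so channel activation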
# TRPC4 block = inhibitors of mouse TRPC4 channel; B-score at 10 µM; hit rate 0.39% among 300,000; HEK293 TRPC4beta/mu-opioid, DAMGO-evoked Fluo4 calcium flux; hits give low values;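 active = B-score over 3 SD under the library average, no early fluorescence shift, positive overall ratio signal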
#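 Assay system: Stable TRPC4beta/mu-opioid receptor HEK293 cells | Reagent: DAMGO in two steps, submaximal then maximal | Compound dosing: Single concentration per test compound | Signal: Fluo4 Ca2+ flux fluorescence | Evaluation: Per-well B score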
# MrgX1 antag = blocks BAM8-22 activation of human MrgX1 receptor | AID 588676 | hit rate 1.3% among 310,000 | MRGX1-HEK293 calcium flux, Fluo-4, BAM8-22 antagonism; hits give low values | B-score at 10 µM | Q96LB2;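 active = calcium-response B-score plate-corrected more than 3 library SD below zero, starting fluorescence within 5 deviations, no agonist response on first addition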;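 also: peak minus trough fluorescence over baseline after final BAM8-22 challenge near maximal dose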
# Target sequence (Q96LB2 whole entry, looked up): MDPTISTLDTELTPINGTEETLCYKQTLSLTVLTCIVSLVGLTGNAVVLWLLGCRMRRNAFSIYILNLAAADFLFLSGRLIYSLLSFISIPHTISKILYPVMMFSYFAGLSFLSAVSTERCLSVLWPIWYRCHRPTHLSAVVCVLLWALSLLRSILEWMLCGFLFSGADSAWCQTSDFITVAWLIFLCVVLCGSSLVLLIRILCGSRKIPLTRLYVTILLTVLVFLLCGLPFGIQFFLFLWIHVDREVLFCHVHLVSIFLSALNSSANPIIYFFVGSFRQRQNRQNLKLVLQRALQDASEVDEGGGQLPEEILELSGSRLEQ
# MrgX1 allo act = allosterically activates human MrgX1 receptor signaling | Q96LB2 | MrgX1-HEK293, Fluo-4 calcium flux, FDSS; hits give high values | B-score at 10 µM | hit rate 0.63% among 310,000 | AID 588675;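 active = plate-corrected calcium response at least 3 library SD above typical, normal starting fluorescence, not activating the receptor alone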;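 also: compound read alongside a low EC10 to EC30 dose of BAM8-22 agonist; peak minus trough fluorescence over baseline measured at the second addition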
# PolyA inhibitor = blocks polyadenylation in yeast reporter cells. S. cerevisiae SKY197-pL101 polyadenylation reporter, beta-gal luminescence; efflux-impaired pdr1/pdr3 knockout yeast; score 100 = 6 SD above DMSO. calls only at 12 µM. hit rate 0.02% among 300,000. AID 1875;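 active = lowest replicate activity score at least 50, where 100 means six control SD above control mean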;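 also: yeast exposed to compound for 9 h at 30 °C; higher score means more reporter readthrough which indicates perturbed polyadenylation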
# HIF activator = HIF pathway transcriptional activation. U2OS HRE-luciferase reporter, luminescence; normalized: DMSO 0%, desferrioxamine 100%. activation, % at 7.5 µM (by protocol). hit rate 0.32% among 300,000. AID 1910;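 active = mean activation of at least 10% of the iron chelator positive control signal, with at least half of replicates also reaching 10%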
# MrgX1 ag = human MrgX1 receptor agonism, primary screen. hit rate 0.44% among 310,000. AID 588627. B-score at 10 µM. MrgX1-HEK293 cells, Fluo-4 calcium fluorescence, agonist mode; hits give high values. Q96LB2;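 active = calcium response B-score plate-corrected fluorescence ratio at least 3 library SD, with starting fluorescence B-score inside 5 SD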
#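 times = overnight plating, then 30 min 37 °C plus 30 min room-temperature dye loading | assay system = stable human MrgX1 HEK293 cell line | input = fifteen thousand cells per well | signal = kinetic calcium dye fluorescence, Fluo-4 NW | dosing = compound delivered in addition one of three | read-out = B-scored fluorescence response ratio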
# TRPC4 agonist = opens the mouse TRPC4 cation channel; Q9QUQ5; HEK293 TRPC4beta/mu-opioid, Fluo4 calcium fluorescence; hits give high values; B-score at 10 µM; hit rate 0.49% among 310,000;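 active = B-score above 5 SD of library B-scores, and initial fluorescence ratio not above library mean plus 5 SD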;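 also: positive B-score marks a calcium rise read as TRPC4 activation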
#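 System: HEK293 cells stably co-expressing mouse TRPC4beta and mu-opioid receptor; Schedule: Fluo4 dye loading 45 min at room temperature, 110 s recording; Detection: Fluo4 fluorescence, kinetic; Evaluation: B-scored integrated calcium fluorescence ratio; Controls: buffer (low) and maximal DAMGO (high).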
# AI-2 QS modul = modulates the Vibrio harveyi AI-2 quorum sensing system; Vibrio harveyi JMH597 AI-2 luminescence/OD600 ratio, 9 h; hits give low values; strain lacks LuxN and CqsS sensors; 0 = neutral-control median; activity change, % at 7.5 µM; hit rate 0.4% among 300,000; in the data active = activity change below about -75%, passing the limit was not always enough;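 also: luminescence divided by OD600 gain over 9 h not by final OD600 alone; inactives centre near 13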
# TRPC6 inh = inhibitors of mouse TRPC6 channel. Q61143. HEK293-TRPC6, membrane potential dye, ACh-evoked depolarization; hits give low values. B-score at 10 µM. hit rate 1.1% among 310,000. AID 2553;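 active = B-score under library mean minus 3 SD, initial fluorescence not abnormally high, positive integrated signal ratio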;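 also: B-score derived from integrated fluorescence ratio over the kinetic read; more negative B-score means stronger inhibition of depolarization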
# TRPC4 potent = TRPC4 (mouse) allosteric potentiation. hit rate 0.42% among 310,000. AID 2227. Q9QUQ5. B-score at 10 µM. HEK293 TRPC4beta/mu-opioid, DAMGO EC20, Fluo-4 Ca2+ flux; hits give high values;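 active = B-score of calcium response area above 5 SD of library B-scores, with initial fluorescence ratio within 5 SD of library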;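 also: B-score of integrated fluorescence ratio over time as area under calcium response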
# * hit, by the source's call; i = inactive; . = not tested or not shown. The list is partial; count on the stated rates, not on these rows.
SMILES,TRPC6 act,TRPC4 block,MrgX1 antag,MrgX1 allo act,PolyA inhibitor,HIF activator,MrgX1 ag,TRPC4 agonist,AI-2 QS modul,TRPC6 inh,TRPC4 potent
COc1ccccc1C(=O)NC(CCSC)C(=O)OCC(=O)NC(=O)NCc1ccco1 (stereo not given),i,i,i,i,i,-0.3,i,i,10,i,i
COc1ccc(C(=O)C2CCCN(C(=O)c3ccnn3C)C2)c(C)c1 (stereo not given),i,i,i,i,i,-0.1,i,i,28,i,i
COC(=O)Nc1[nH]ncc1[N+](=O)[O-],i,i,i,i,i,0.1,i,i,32,i,i
COc1ccc2nc3c(cc2c1)c(NC(=O)c1cccs1)nn3CC(C)C,i,i,i,i,i,0.5,i,i,-6,i,i
COc1ccccc1/C=C/C1C(C(=O)OCC(C)C)=C(C)N=C2SCCC(=O)N21 (stereo not given),i,i,i,i,i,-0.1,i,i,6,i,i
CCOc1cccc(C(=O)Nc2ccccc2OC(F)F)c1,i,i,i,i,i,1.0,i,i,-3,i,i
C/C(=N\NC(=O)c1c(Cl)cnn1C)c1cccc(NC(=O)C(C)C)c1,i,i,i,i,i,.,i,i,21,i,i
COc1ccccc1/C=C/CN1CCC(Oc2ccc(C(=O)N3CCCC3)cc2)CC1,i,i,i,i,i,-0.8,i,i,4,i,i
C=CCNC(=O)CNS(=O)(=O)c1ccc(F)cc1,i,i,i,i,i,-0.4,i,i,29,i,i
CCC(C)N(C(=O)COc1ccc(-c2nnco2)cc1)C1CCS(=O)(=O)C1 (stereo not given),i,i,i,i,i,0.2,i,i,8,i,i
CC(C)Oc1ccccc1NC(=O)CSc1nc2ccccc2c(=O)n1C,i,i,i,i,i,0.5,i,i,-2,i,i
N#Cc1nc(COc2ccc(F)cc2)oc1N1CCN(Cc2ccccc2)CC1,i,i,i,i,i,-0.2,i,i,-2,i,i
O=C(CCn1c(=S)[nH]c2ccccc2c1=O)NCCCN1CCCC1=O,i,i,i,i,i,-0.3,i,i,12,i,i
COc1ccc(-c2nc(N)ncc2-c2ccc(OC)c(OC)c2)c(O)c1,i,i,i,i,i,-3.5,i,i,46,i,i
CCn1c(C)nnc1SCC(=O)NC1CCCCCC1,i,i,i,i,i,-1.1,i,i,21,i,i
Cc1ccc2nsnc2c1NC(=O)c1cncc(Br)c1,i,i,i,i,i,-0.4,i,i,23,i,i
CN(C1CCCC1)C1CCN(C(=O)CNC(=O)/C=C/c2ccccc2)CC1,i,i,i,i,i,0.0,i,i,4,i,i
COCCn1c(SC(C)C(=O)NCC2CCCO2)nc2scc(-c3ccc(F)cc3)c2c1=O (stereo not given),i,i,i,i,i,-7.1,i,i,9,i,i
Cc1ccc(S(=O)(=O)N2CCOCC2)cc1C(=O)OC(C)C(=O)c1ccccc1 (stereo not given),i,i,i,i,i,0.3,i,i,9,i,i
CC1CN/C(=C\C(=O)c2ccc(Cl)cc2)C(=O)N1 (stereo not given),i,i,i,i,i,-2.7,i,i,17,i,i
CC(C)(C)c1nc(C(C)(C)C)c(Br)c(=O)[nH]1,i,i,i,i,i,-0.4,i,i,14,i,i
C/C(=N\NC(=O)Cn1c(-c2ccccn2)nc2ccccc21)c1cccc(O)c1,i,i,i,i,i,0.5,i,i,19,i,i
COC(=O)Cc1[nH]c(Cl)nc1C(N)=O,i,i,i,i,i,-0.6,i,i,32,i,i
O=C(CN1C(=O)c2ccccc2C1=O)Nc1sc2c(c1C(=O)NCc1ccco1)CCCC2,i,i,i,i,i,-0.4,i,i,13,i,i
COc1cccc(NC(=O)[C@@H]2CCCN2C(=O)C2CCN(S(=O)(=O)c3ccc(C)cc3)CC2)c1,i,i,i,i,i,-0.2,i,i,2,i,i
O=C(CSc1ccc2nnc(-c3ccccc3)n2n1)NCC1CCCO1 (stereo not given),i,i,i,i,i,-0.1,i,i,32,i,i
COc1ccc(C(=O)Nc2ccncc2)c(OC)c1,i,i,i,i,i,0.7,i,i,9,i,i
COc1ccccc1C/C(N)=N/OC(=O)c1cccs1,i,i,i,i,i,1.9,i,i,21,i,i
O=C(CC1NCCNC1=O)Nc1ccc2c(c1)OCO2 (stereo not given),i,i,i,i,i,-0.5,i,i,13,i,i
O=C(NC1CCCCC1)c1ccccc1NC(=O)C1CC(=O)N(c2ccc(Cl)cc2)C1 (stereo not given),i,i,i,i,i,-0.1,i,i,9,i,i
Cc1ccccc1C(=O)NCC(c1ccco1)N1CCc2ccccc21 (stereo not given),i,i,i,i,i,0.2,i,i,8,i,i
O=C(O)C1C2C=CC(C2)C1C(=O)Nc1cccc(C(=O)N2CCCCC2)c1 (stereo not given),i,i,i,i,i,-0.3,i,i,14,i,i
CC(CNC(=O)c1ccc(NC2=NC3CS(=O)(=O)CC3S2)cc1)c1ccccc1 (stereo not given),i,i,-5.2*,i,i,0.2,i,i,15,i,i
Cc1cc(C(C)C)n2c(nc3ccccc32)c1C#N,i,i,i,i,i,-0.3,i,i,-11,i,i
COC(=O)C1=C(C)NC(C)=C(C(=O)OC)C1C(=O)OCc1nnc(-c2ccccc2)o1,i,i,i,i,i,-1.8,i,i,16,i,i
COC(=O)[C@H](C)NC(=O)Nc1cccc(C(F)(F)F)c1,i,i,i,i,i,-0.2,i,i,29,i,i
CC(C)=CCN1CCN(Cc2nc(-c3ccccc3)cs2)CC1CCO (stereo not given),i,i,i,i,i,0.1,i,i,17,i,i
CC1Cc2nc(SCC(=O)Nc3ccc4c(c3)OCO4)n(Cc3ccccc3)c(=O)c2S1 (stereo not given),i,i,i,i,i,0.9,i,i,14,i,i
CCn1c(SCC(=O)NCc2ccccc2)nc2ccccc2c1=O,i,i,i,i,i,-0.1,i,i,7,i,i
Nc1nc(-c2ccccc2)c(-c2ccccc2)n1N,i,i,i,9.3*,i,-19,i,i,18,i,i
Cn1nc(C(F)(F)F)c(-c2ccc(Br)cc2)c1NC(=O)c1ccco1,i,i,i,20*,i,0.1,i,i,10,i,i
CCC(=O)n1nc(NCc2ccccc2OC)nc1NCc1ccccc1OC,i,i,i,i,i,-0.3,i,i,30,i,i
Cc1nnc(SCC(=O)Nc2ccccc2)n(N)c1=O,i,i,i,i,i,-0.5,i,i,-1,i,i
CCn1c(SCC(=O)C(C)(C)C)nnc1-c1cccnc1,i,i,i,i,i,-0.2,i,i,7,i,i
Cc1ccc(S(=O)(=O)C2(S(=O)(=O)c3ccc(C)cc3)CC2)cc1,i,i,i,i,i,-0.5,i,i,9,i,i
O=c1[nH]cnc2c1nc(NCc1ccccc1)n2C1O[C@@H](CO)[C@H](O)[C@@H]1O (stereo not given in full),i,i,i,i,i,-2.0,i,i,10,i,i
C/C(=N\NC(=O)c1cc(-c2cccc([N+](=O)[O-])c2)n[nH]1)c1ccc(F)cc1,i,i,i,i,i,3.1,i,i,17,i,i
CCc1nccn1-c1cc(C(C)(C)C)nc2c(-c3ccc(Cl)cc3)cnn12,i,i,i,i,i,1.6,i,i,8,i,i
CC(C)C(C)NC(=O)CN1C(=O)NC2(CCc3ccccc32)C1=O (stereo not given),i,i,i,i,i,-0.2,i,i,16,i,i
CCOc1ccc2cc(S(=O)(=O)N3CCCCC3)ccc2c1,i,i,i,i,i,0.0,i,i,6,i,i
# New compounds follow:
SMILES,TRPC6 act,TRPC4 block,MrgX1 antag,MrgX1 allo act,PolyA inhibitor,HIF activator,MrgX1 ag,TRPC4 agonist,AI-2 QS modul,TRPC6 inh,TRPC4 potent
O=C(Nc1nc2c(s1)CCc1ccccc1-2)c1cccs1,i,.,i,i,i,1.6,i,i,-2,i,i
N#Cc1nnn2c1nc(N)c1c(F)cccc12,i,i,i,i,i,-0.7,i,i,-17,i,i
O=C(COC(=O)CSc1ccc([N+](=O)[O-])cc1)NCCc1ccccc1,i,i,i,i,i,0.5,i,i,-3,i,i
CCCNC(=O)NC1CCCc2ccccc21 (stereo not given),i,i,i,i,i,0.0,i,i,23,i,i
CCOC(=O)N1CCN(C(=O)C2CCCN(S(=O)(=O)c3ccc(C)cc3)C2)CC1 (stereo not given),i,i,i,i,i,-0.4,i,i,23,i,i
CC(=O)CCc1oc2ccc(NC(C)=O)cc2c1-c1ccc(C)o1,i,i,i,i,i,0.4,i,i,1,i,i
COc1ccc(C(=O)COC(=O)Cc2n[nH]c(=O)c3ccccc23)c(OC)c1,i,i,-8.2*,i,i,2.1,i,i,34,i,i
Cc1cccc(C(=O)N[C@H](C(=O)Nc2cccc(S(=O)(=O)N3CCCC3)c2)C(C)C)c1,i,i,i,i,.,-0.2,i,i,21,i,i
Cc1cc(OCC(=O)NNC(=O)CCc2ccccc2)ccc1Br,i,i,i,i,i,0.2,i,i,14,i,i
CCOC(=O)c1cc(S(=O)(=O)N2CCN(C(=O)OCC)CC2)cn1C,i,i,i,i,i,-0.1,i,i,14,i,i
O=[N+]([O-])c1ccc(-c2csc(Nc3ccccc3)[n+]2Cc2ccccc2)cc1,i,i,i,i,i,0.7,i,i,-2,i,i
O=C(Cc1ccc(F)cc1)Nc1nnc(SCC(=O)NC2CCCC2)s1,i,i,i,i,i,-0.6,i,i,14,i,i
O=C(CSS(=O)(=O)O)N1CCN(C(=O)c2ccoc2)CC1,i,i,i,i,i,0.6,i,i,7,i,i

# Entries of single compounds, quoted from the list. Values in the order: TRPC6 act | TRPC4 block | MrgX1 antag | MrgX1 allo act | PolyA inhibitor | HIF activator | MrgX1 ag | TRPC4 agonist | AI-2 QS modul | TRPC6 inh | TRPC4 potent
# `CCOC(=O)c1cc(S(=O)(=O)N2CCN(C(=O)OCC)CC2)cn1C` is listed as i | i | i | i | i | -0.1 | i | i | 14 | i | i
# `Cc1cc(OCC(=O)NNC(=O)CCc2ccccc2)ccc1Br` is listed as i | i | i | i | i | 0.2 | i | i | 14 | i | i
# `CCCNC(=O)NC1CCCc2ccccc21` (stereo not given) is listed as i | i | i | i | i | 0.0 | i | i | 23 | i | i
# `CCOC(=O)N1CCN(C(=O)C2CCCN(S(=O)(=O)c3ccc(C)cc3)C2)CC1` (stereo not given) is listed as i | i | i | i | i | -0.4 | i | i | 23 | i | i
